# Assay outcomes as filed in PubChem BioAssay.
# human PMI inhibition: inhibitors of human PMI, primary screen, biochemical, fluorescence intensity, coupled assay (AID 1209); actives 0.42% (n = 190,000); purified PMI enzyme, coupled fluorescence intensity; higher % means a stronger effect; one-dose inhibition, % at 20 µM; IC50 in µM for titrated hits; Mannose-6-phosphate isomerase (Homo sapiens);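 note: plate controls were DMSO vehicle for no effect and wells lacking substrate for full effect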
# RSV CPE inhibition: RSV antiviral activity via CPE protection, HEp-2 cells, primary 10 µM value included (AID 2391); CPE inhibition, % at 10 µM, or IC50 in µM where a hit was titrated; actives 0.13% (n = 310,000); HEp-2 cells, RSV-induced CPE inhibition; higher % means a stronger effect; in the data active = a potency from the dose series; inconclusive = CPE inhibition mostly from about 23% at the one dose, without a potency; inactive = the rest, 99 in 100 with CPE inhibition below about 21%; note: strong numbers were not always called active
# Myeloid diff 2: induction of myeloid progenitor differentiation, primary screen, cell-based, flow cytometry, MLPCN library | AID 624256, 2012 | ER-HoxA9 myeloid progenitors, lysozyme-GFP differentiation | calls only at 10 µM | actives 1% (n = 360,000);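 active = normalized GFP-positive differentiation at or above the plate's own cutoff, the solvent-only control mean plus 3 SD; inconclusive = no clear call, values can overlap the other calls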;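 note: cells exposed to compound for four days before flow analysis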
# WT yeast gro inh: growth inhibition of WT strain, primary screen, mitochondrial fusion inhibitor project, WT and mutant strains, chemical genetic; AID 1362, 2008; actives 2.1% (n = 190,000); inhibition, % at 10 µM; mitochondrial fusion phenotypic screen; in the data active = inhibition above about 58%; tested in S. cerevisiae
# TNAP activation fold: human TNAP enzyme activators, primary screen, biochemical, luminescent, no phosphate acceptor, uHTS (AID 1001) | actives 0.03% (n = 200,000) | purified TNAP, luminescent activation assay, no phosphate acceptor; higher activation fold means a stronger effect | one-dose activation fold at 20 µM; EC50 in µM for titrated hits; in the data active = activation fold from about 3, or a potency from the dose series; inactive = the rest, 99 in 100 with activation fold below about 1.6; note: many of its hits are not listed in these tables
# human PMI inhibitors: human PMI inhibitors, high substrate, primary screen, biochemical, fluorescence intensity, high mannose 6-phosphate (AID 1220). recombinant PMI enzyme, coupled fluorescence intensity; higher % means a stronger effect. one-dose inhibition, % at 20 µM; IC50 in µM for titrated hits. actives 0.66% (n = 190,000)
# SIAH1 antagonists: Siah-1 peptide-binding antagonists, primary screen, biochemical, fluorescence polarization, rhodamine-plectin, uHTS (AID 1817); Siah-1 / rhodamine-plectin peptide fluorescence polarization; higher % means a stronger effect; displacement, % at 20 µM, or IC50 in µM where a hit was titrated; actives 0.02% (n = 290,000);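 active = displacement of at least 50% at 20 µM, with a fluorescence ratio check between 0.3 and a set limit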;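 note: plate controls were Siah plus tracer with DMSO for no effect and tracer alone without Siah for full effect; strong numbers were not always called active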
# PhoP inhibition: inhibitors of PhoP regulon expression, primary screen, Salmonella Typhimurium, GFP reporter (AID 1863); S. Typhimurium PhoP-regulated promoter GFP reporter, 4 h; higher % means a stronger effect; inhibition, % at 50 µM, or IC50 in µM where a hit was titrated; actives 0.16% (n = 300,000);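 active = inhibition over 29.93%, a cutoff 3 SD above the screen mean, later confirmed by dose response; inconclusive = inhibition over 29.93% but no dose response follow-up; inactive = inhibition at most 29.93% or unconfirmed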;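 note: 0% = low Mg2+ inducing control and 100% = high Mg2+ repressing control; strong numbers were not always called active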
# XIAP displacement: XIAP antagonists, biochemical, IAP family, fluorescence polarization (AID 1018); E3 ubiquitin-protein ligase XIAP (Homo sapiens); XIAP BIR domain, fluorescence polarization peptide displacement; higher % means a stronger effect; displacement, % at 20 µM; hits with a dose series show IC50 in µM; actives 0.007% (n = 200,000); in the data active = displacement above about 50%; note: a part of the inactive calls stands beside numbers as strong as those of hits
# WT yeast gro inh mutant strain: further read-out of WT yeast gro inh, marked with its call; inhibition, %; mitochondrial fusion phenotypic screen, mutant strain inhibition
# Myeloid diff 2 GFP+ MAC1+ %: recorded beside Myeloid diff 2, whose call it bears; GFP+ MAC1+ double positive, %; measured here: differentiation confirmed by MAC1 staining
# Active calls of the source: *; i = inactive; ? = inconclusive; . = not tested or not shown. Cut-off read from the data, not from the text of the source, unless noted: active = inhibition above about 50%; inactive = the rest.
SMILES,human PMI inhibition,RSV CPE inhibition,Myeloid diff 2,Myeloid diff 2 GFP+ MAC1+ %,WT yeast gro inh,WT yeast gro inh mutant strain,TNAP activation fold,human PMI inhibitors,SIAH1 antagonists,PhoP inhibition,XIAP displacement
Cn1c(=O)n(C)c2cc(S(=O)(=O)N3CCOCC3)ccc21,5%,0.3%,i,0.6,-6,-18,1.1,-1%,-2%,8%,-15%
CCC(Oc1ccccc1)C(=O)Nc1ccccn1 (stereo unspecified),6%,0.2%,i,0.8,-14,4,1.1,-7%,-3%,-8%,-5.8%
Brc1ccc2c(c1)CNc1c(ncnc1N1CCOCC1)O2,-3%,0.1%,i,6.0,-1,12,1.1,-2%,0%,-3%,0.4%
Cc1nnc(C)c2c(C)n(-c3cccc4cccnc34)c(C)c12,.,0.3%,.,.,13,16,1,.,-5%,-4%,-2.1%
O=C(NC12CC3CC(CC(C3)C1)C2)c1ccc(-c2ccc(Br)cc2)o1,13%,10%,i,0.0,54,26,1.1,8%,13%,-11%,-19%
Cc1ccc(C(=O)NNC(=O)CSc2nnc(-c3ccccc3)n2Cc2ccccc2)cc1,13%,2.3%,i,0.4,5,-1,2.2,5%,3%,-2%,-2.8%
Cc1cccc(NC(=O)CSc2nc(N)c(NC(=O)c3ccccc3F)c(=O)[nH]2)c1,.,2.0%,i,0.5,.,.,.,.,-6%,0%,.
Cc1cc(C)n2c(SCCN3C(=O)c4ccccc4C3=O)nnc2n1,-11%,3.0%,i,2.1,14,3,1,-6%,1%,.,-4.9%
O=S(=O)(Nc1nccs1)c1ccc(Nc2nnc(-c3ccccc3)c3ccccc23)cc1,8%,4.7%,i,0.2,3,-2,1.1,-5%,21%,7%,0.9%
O=Cc1c(N2CCCCCC2)nc2ccccn2c1=O,-10%,-0.3%,i,7.3,16,9,1,-13%,3%,18%,-2.1%
O=C(c1ccc2c(c1)OCO2)C1CCCN(Cc2ccccc2OC(F)F)C1 (stereo unspecified),.,1.0%,i,2.4,.,.,.,.,-1%,1%,.
CCC(C)(C)NC(=O)C(c1ccc(OC)cc1)N(Cc1ccccc1)C(=O)CCC(=O)Nc1cc(C)on1 (stereo unspecified),.,5.2%,i,0.6,.,.,.,.,-4%,7%,.
CCC(=O)Nc1ccc(C(=O)N/N=C/c2cc(Br)c(OC)cc2OC)cc1,-9%,1.1%,i,0.3,8,6,1.1,-11%,10%,-9%,-22%
CCN(CC)CCNC(=O)c1c(O)c2cccc3c2n(c1=O)CCC3,-4%,.,i,0.6,-7,-4,1.1,0%,-3%,0%,-11%
CC(C)(C)NC(=O)Cn1c(=O)n(CC(=O)NC(C)(C)C)c2ccccc21,9%,-1.5%,i,0.2,-13,-15,1.1,6%,0%,7%,-7.8%
O=C(Cn1nnc(-c2ccccc2)n1)N/N=C/c1cccc([N+](=O)[O-])c1O,-23%,4.0%,i,0.2,-11,-22,1.2,-24%,17%,5%,-3.4%
Cc1ccc2c(CC(=O)N3CCOCC3)coc2c1,10%,1.9%,i,0.2,-2,10,1,6%,1%,-6%,-2.7%
COC(=O)c1ccc(-c2nc3cc(Cl)c(N)cc3s2)cc1,20%,0.0%,i,0.7,-13,2,1,18%,6%,21%,-8.0%
CCc1cc(-c2n[nH]c(C)c2Oc2ccc(C(C)C)cc2)c(O)cc1O,-2%,45%,i,2.5,86*,81*,1,-3%,-3%,-4%,3.6%
CC(C)(C)C1CCc2sc(C(=O)NNC(=O)CCl)cc2C1 (stereo unspecified),3%,.,i,0.5,42,21,2,13%,4%,-4%,-6.3%
Nc1nc(NCc2ccccc2)nc(NCc2ccccc2)c1[N+](=O)[O-],-3%,4.8%,i,1.1,4,1,1,-4%,5%,-9%,-5.9%
O=C(NCc1cccnc1)c1cc(-c2ccccc2)on1,5%,1.0%,i,5.9,10,14,1,6%,2%,0%,0.9%
CC(=O)c1cccc(N(CC(=O)N2CCOCC2)S(C)(=O)=O)c1,18%,7.0%,i,0.9,-8,-10,1.1,14%,3%,-5%,-0.3%
Cc1ccccc1Oc1cc(-n2ncc(Cl)c(Cl)c2=O)ncn1,-21%,-2.5%,?,.,70,70,0.9,-14%,-4%,10%,-10%
CCN(CC)S(=O)(=O)c1ccc2oc(Nc3ccc4c(c3)OCCO4)nc2c1,7%,16%,i,0.2,4,-10,1.1,0%,-7%,1%,-2.5%

# Copied from the list.
# WT yeast gro inh mutant strain result of CCc1cc(-c2n[nH]c(C)c2Oc2ccc(C(C)C)cc2)c(O)cc1O reads 81*
# Myeloid diff 2 GFP+ MAC1+ % result of O=S(=O)(Nc1nccs1)c1ccc(Nc2nnc(-c3ccccc3)c3ccccc23)cc1 reads 0.2

# Some of the entries so far, as labelled records.
canonical_smiles: COC(=O)c1ccc(-c2nc3cc(Cl)c(N)cc3s2)cc1
- human PMI inhibition = 20%
- RSV CPE inhibition = 0.0%
- Myeloid diff 2 = i
- Myeloid diff 2 GFP+ MAC1+ % = 0.7
- WT yeast gro inh = -13
- WT yeast gro inh mutant strain = 2
- TNAP activation fold = 1
- human PMI inhibitors = 18%
- SIAH1 antagonists = 6%
- PhoP inhibition = 21%
- XIAP displacement = -8.0%

canonical_smiles: CCc1cc(-c2n[nH]c(C)c2Oc2ccc(C(C)C)cc2)c(O)cc1O
- human PMI inhibition = -2%
- RSV CPE inhibition = 45%
- Myeloid diff 2 = i
- Myeloid diff 2 GFP+ MAC1+ % = 2.5
- WT yeast gro inh = 86*
- WT yeast gro inh mutant strain = 81*
- TNAP activation fold = 1
- human PMI inhibitors = -3%
- SIAH1 antagonists = -3%
- PhoP inhibition = -4%
- XIAP displacement = 3.6%

canonical_smiles: CC(C)(C)C1CCc2sc(C(=O)NNC(=O)CCl)cc2C1 (stereo unspecified)
- human PMI inhibition = 3%
- RSV CPE inhibition = .
- Myeloid diff 2 = i
- Myeloid diff 2 GFP+ MAC1+ % = 0.5
- WT yeast gro inh = 42
- WT yeast gro inh mutant strain = 21
- TNAP activation fold = 2
- human PMI inhibitors = 13%
- SIAH1 antagonists = 4%
- PhoP inhibition = -4%
- XIAP displacement = -6.3%

canonical_smiles: Nc1nc(NCc2ccccc2)nc(NCc2ccccc2)c1[N+](=O)[O-]
- human PMI inhibition = -3%
- RSV CPE inhibition = 4.8%
- Myeloid diff 2 = i
- Myeloid diff 2 GFP+ MAC1+ % = 1.1
- WT yeast gro inh = 4
- WT yeast gro inh mutant strain = 1
- TNAP activation fold = 1
- human PMI inhibitors = -4%
- SIAH1 antagonists = 5%
- PhoP inhibition = -9%
- XIAP displacement = -5.9%

# Reprinted at random: two entries already listed.
SMILES,human PMI inhibition,RSV CPE inhibition,Myeloid diff 2,Myeloid diff 2 GFP+ MAC1+ %,WT yeast gro inh,WT yeast gro inh mutant strain,TNAP activation fold,human PMI inhibitors,SIAH1 antagonists,PhoP inhibition,XIAP displacement
COC(=O)c1ccc(-c2nc3cc(Cl)c(N)cc3s2)cc1,20%,0.0%,i,0.7,-13,2,1,18%,6%,21%,-8.0%
Cc1ccc2c(CC(=O)N3CCOCC3)coc2c1,10%,1.9%,i,0.2,-2,10,1,6%,1%,-6%,-2.7%

# (listing goes on)
SMILES,human PMI inhibition,RSV CPE inhibition,Myeloid diff 2,Myeloid diff 2 GFP+ MAC1+ %,WT yeast gro inh,WT yeast gro inh mutant strain,TNAP activation fold,human PMI inhibitors,SIAH1 antagonists,PhoP inhibition,XIAP displacement
CN(C)[C@@H]1C(=O)C(C(N)=O)=C(O)[C@@]2(O)C(=O)C3=C(O)c4c(O)ccc(Cl)c4[C@@H](O)[C@H]3C[C@@H]12,-27%,0.6%,i,3.9,15,6,1.1,-10%,50%,?,-6.4%
COc1cc(OC)c(NC(=O)Cc2ccc(OC)c(S(=O)(=O)N3CCOCC3)c2)cc1Cl,.,3.2%,?,.,.,.,.,.,-7%,0%,.
O=C(N/N=C/c1ccc2c(c1)OCO2)c1ccn(Cc2ccc(Cl)cc2)n1,.,4.8%,i,5.2,.,.,.,.,-2%,-6%,.
COc1ccc(S(=O)(=O)NCC2CCCN(C(=O)C=C(C)C)C2)cc1 (stereo unspecified),16%,0.6%,i,0.5,-13,-10,1.1,12%,8%,-8%,-3.7%
CCN(C(=O)COC(=O)c1cn(-c2ccccc2)nc1-c1ccccc1)C1CCS(=O)(=O)C1 (stereo unspecified),9%,-1.5%,i,0.4,20,12,1,21%,-3%,7%,-3.9%
CC1Cc2ccccc2N1C(=O)CNc1ccccc1N1CCCCC1 (stereo unspecified),-11%,-0.6%,i,0.9,23,3,1.1,19%,4%,-9%,-1.6%
Cc1cc(C)n(-c2ccc(C(F)(F)F)cc2[N+](=O)[O-])n1,3%,2.6%,i,0.0,-4,-17,1.1,4%,7%,-2%,-6.3%
CN(C)S(=O)(=O)c1cccc(C(=O)OCC(=O)NCc2ccc3c(c2)OCO3)c1,-2%,1.7%,i,0.3,-7,-4,1.2,2%,9%,4%,-2.0%
CCOc1ncccc1C(=O)OCC(=O)N1CCN(S(=O)(=O)c2ccccc2)CC1,5%,0.9%,i,2.0,-8,0,1,3%,2%,0%,-1.2%
COc1ccc(C2C(C(=O)c3sc(C)nc3C)=C(O)C(=O)N2CCN2CCOCC2)cc1 (stereo unspecified),-63%,.,i,1.1,-7,-12,1.1,-86%,0%,4%,-7.7%
Cc1c(-c2nn(C)c(=O)c3ccccc23)oc2ccc(F)cc2c1=O,12%,1.1%,i,0.9,9,-6,1.1,47%,-2%,-6%,-2.5%
Cc1cccc(CN(C)CCc2ccccn2)c1,-3%,2.2%,i,7.5,-11,-1,1.1,-7%,6%,3%,-7.4%
CC(C(=O)OCC(=O)Nc1cccc(S(=O)(=O)N2CCOCC2)c1)N1C(=O)c2ccccc2C1=O (stereo unspecified),-9%,-1.5%,i,0.7,7,10,1,-10%,4%,-8%,-0.5%
CC(C)(C)c1ccc(Oc2cccc(C3CC(=O)C(C4NCCc5ccccc54)C(=O)C3n3cncn3)c2)cc1 (stereo unspecified),7%,2.2%,i,1.7,-3,12,1,3%,3%,4%,-0.6%
CN(C)c1ccc(-c2sc(Nc3ccccc3)n[n+]2-c2ccc(F)cc2)cc1,.,3.3%,i,2.3,.,.,.,.,-4%,-36%,.
COc1ccccc1NCC(=O)c1ccc(C)c(C)c1,.,0.0%,i,0.6,.,.,.,.,11%,-8%,.
Cc1ccc(C(c2cc(Cl)c3cccnc3c2O)N2CCN(C)CC2)cc1 (stereo unspecified),.,?,?,.,.,.,.,.,-9%,55µM*,.
O=C(Cn1cc(C(=O)c2ccco2)c2ccccc21)Nc1ccccc1,5%,-1.4%,i,1.2,6,-6,1.1,2%,2%,22%,-4.5%
Cc1c(NC(=S)NC(NC(=O)C(C)(C)C)C(Cl)(Cl)Cl)c(=O)n(-c2ccccc2)n1C (stereo unspecified),-4%,0.3%,i,0.8,0,-4,1.1,0%,-4%,-2%,-5.2%
